High-throughput results as filed in PubChem BioAssay.
ERK EGF block: blocks ERK signaling stimulated by EGF; HEK293-V1b, EGF-stimulated phospho-ERK AlphaScreen; hit rate 0.41% among 130,000; Potency, µM (titrated, usually from 11.5 µM), for the others: at the highest dose activity change, negative = inhibition, usual class: inhibitors; active = well fitted inhibition curve with a large enough effect; inconclusive = small, poorly fitted or top-dose-only effect, or effect the other way;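 also: plate controls were stimulated vehicle wells for no effect and unstimulated vehicle basal for full effect; nearly all actives have a fitted effect of over 55% in size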
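Phospho-ERK1/2 measured by AlphaScreen (SureFire) after 5 min 25 nM EGF stimulation of V1b-expressing HEK293 cells preincubated 30 min at 37C with titrated compounds; data scaled to DMSO and EGF controls, Hill-fitted AC50.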
Starred values were filed as active, the others as inactive; ? = inconclusive; [ ] = remark or other dose. Potency is read from the fitted curve at half-maximal effect.

Preview (16 entries):
SMILES	ERK EGF block
COc1ccc(C(=O)COc2cccc(NC(=O)c3ccco3)c2)cc1	-8%
CCOC(=O)C1=NOC(C(=O)NN(C)c2ncc(C(F)(F)F)cc2Cl)C1 (configuration not stated)	7%
CCN(CC)CC(=O)N1c2ccccc2Oc2c(c(=O)n(C)c(=O)n2C)C1c1cccc([N+](=O)[O-])c1 (configuration not stated)	1%[57.5 µM]
CSc1nc2nc3c(cc2c(=O)n1-c1cccc(C)c1)COC(C)(C)C3	-6%[57.5 µM]
COc1cccc(OC)c1C(=O)OCC(=O)/C(C#N)=C(\C)N	10%
COc1cc(NC(=S)NCc2ccc(S(N)(=O)=O)cc2)cc(OC)c1	-12%
COC(=O)c1cccc(Oc2cccc(Cl)n2)c1	-4%
CCc1cccc(C)c1NC(=O)CSc1nc(-c2ccccc2F)nc2nc[nH]c12	9%
CCOC(=O)/C=C/C(=O)OCC(=O)Nc1cccc(Br)c1	-12%
C1CCN2C[C@@H]3C[C@@H](CN4CCCC[C@@H]34)[C@H]2C1	-11%
O=C1N(Cc2cccnc2)C[C@@H]2C[C@@H](c3ccc(-c4ccccc4)cc3)N3CCC[C@@]123	12%
Cc1ccc2c(c1)N(CC(=O)NCc1ccco1)C(=O)CO2	3%
COC(=O)c1cc(OC)c(OC)cc1NC(=O)Nc1ccc(OC)cc1OC	-1%[57.5 µM]
COC(=O)c1ccc(COc2cc([N+](=O)[O-])cc3cccnc23)o1	-4%
CN(C)CCCn1c(SCC(=O)Nc2nc(-c3cccc(Br)c3)cs2)nc2ccccc2c1=O	?
Cc1ccc(-c2nnc(SCC(=O)NC3CCCc4ccccc43)n2N)cc1 (configuration not stated)	-5%

This part in full, previewed entries included:
SMILES	ERK EGF block
COc1ccc(C(=O)COc2cccc(NC(=O)c3ccco3)c2)cc1	-8%
CCOC(=O)C1=NOC(C(=O)NN(C)c2ncc(C(F)(F)F)cc2Cl)C1 (configuration not stated)	7%
CCN(CC)CC(=O)N1c2ccccc2Oc2c(c(=O)n(C)c(=O)n2C)C1c1cccc([N+](=O)[O-])c1 (configuration not stated)	1%[57.5 µM]
CSc1nc2nc3c(cc2c(=O)n1-c1cccc(C)c1)COC(C)(C)C3	-6%[57.5 µM]
COc1cccc(OC)c1C(=O)OCC(=O)/C(C#N)=C(\C)N	10%
COc1cc(NC(=S)NCc2ccc(S(N)(=O)=O)cc2)cc(OC)c1	-12%
COC(=O)c1cccc(Oc2cccc(Cl)n2)c1	-4%
CCc1cccc(C)c1NC(=O)CSc1nc(-c2ccccc2F)nc2nc[nH]c12	9%
CCOC(=O)/C=C/C(=O)OCC(=O)Nc1cccc(Br)c1	-12%
C1CCN2C[C@@H]3C[C@@H](CN4CCCC[C@@H]34)[C@H]2C1	-11%
O=C1N(Cc2cccnc2)C[C@@H]2C[C@@H](c3ccc(-c4ccccc4)cc3)N3CCC[C@@]123	12%
Cc1ccc2c(c1)N(CC(=O)NCc1ccco1)C(=O)CO2	3%
COC(=O)c1cc(OC)c(OC)cc1NC(=O)Nc1ccc(OC)cc1OC	-1%[57.5 µM]
COC(=O)c1ccc(COc2cc([N+](=O)[O-])cc3cccnc23)o1	-4%
CN(C)CCCn1c(SCC(=O)Nc2nc(-c3cccc(Br)c3)cs2)nc2ccccc2c1=O	?
Cc1ccc(-c2nnc(SCC(=O)NC3CCCc4ccccc43)n2N)cc1 (configuration not stated)	-5%
CCOC(=O)C1(CCOC)CCN(Cc2ccncc2)CC1	2%[57.5 µM]
S=C(NC1CCCCC1)N1CCN(c2ncccn2)CC1	27%
COC(CNC(=O)[C@H](CSCc1ccccc1)N1Cc2ccccc2C1=O)OC	-1%
CCOC(=O)C1(Cc2ccccc2C)CCCN(C(=O)c2cc(CC)nn2C)C1 (configuration not stated)	4%
COC(=O)C1C(=O)/C(=C/N(C)C)C(=O)CC1(C)C (configuration not stated)	-9%
O=C(NC(=S)N1CCN(c2ccc(C(F)(F)F)cc2[N+](=O)[O-])CC1)c1cccs1	8%
CCN(CC)S(=O)(=O)c1ccc(Cl)c(NC(C)=O)c1	-7%
C=CCn1c(SCC(=O)CC(=O)OCC)nc2cc(C(=O)N3CCC(C(N)=O)CC3)ccc2c1=O	-6%
CSc1ccc(C(=O)C2CCCN(C(=O)c3nn(C)c(=O)c4ccccc34)C2)cc1 (configuration not stated)	0%
Cc1csc(SC(C)C(=O)NCc2ccc3c(c2)OCO3)n1 (configuration not stated)	-3%
Cc1cc2c(=O)oc(-c3ccc(Br)cc3)nc2s1	8%[57.5 µM]
Cc1c(O)cc2c(c1O)C(=O)CC(c1ccc(O)cc1)O2 (configuration not stated)	-5%[57.5 µM]
CC(C)(C)OC(=O)CC[C@@H](C(=O)N1CCN(C(=O)OC(C)(C)C)CC1)n1cc(C(Cc2ccc(O)cc2)NC(=O)OC(C)(C)C)nn1 (some centres not stated)	1%[57.5 µM]
CCCn1c(SCC(=O)NCc2ccc(C)cc2)n[nH]c1=O	-12%
C#CCOCCOCCOCCNc1nc(N2CCN(C(=O)C(Cc3cc4ccccc4[nH]3)n3cc(C(N)Cc4ccc(O)cc4)nn3)CC2)nc(N2CCN(C(=O)C(Cc3cc4ccccc4[nH]3)n3cc(C(N)Cc4ccc(O)cc4)nn3)CC2)n1 (configuration not stated)	-23%[57.5 µM]
FC(F)(F)c1cccc(Cc2noc(CN3CCCC(OCc4ccccn4)C3)n2)c1 (configuration not stated)	5%
CCOc1ccc(NC(=O)COn2nnc3ccc(S(=O)(=O)N4CCOCC4)cc32)cc1	2%
O=c1sc2ccccc2c(=O)n1Cc1ccccc1F	2%
CCN(CC)c1ccc(/C=N/N2C(=O)c3ccccc3C2=O)cc1	-1%
Cc1ccc(C(=O)NCC(=O)NCCc2ccc(S(N)(=O)=O)cc2)s1	3%[57.5 µM]
CCN(C(=O)CSc1nnc(-c2ccccc2Br)o1)C1CCS(=O)(=O)C1 (configuration not stated)	40%
CN(C)CCSc1nc(O)c(-c2ccccc2)c(=O)n1-c1ccccc1	-6%[57.5 µM]
Cc1ccc(S(=O)(=O)N2CCN(C(=O)c3n[nH]c(=O)c4ccccc34)CC2)cc1	-7%
C/C(=N\NC(=O)CSc1nc2ccccc2s1)c1cccnc1	4%[57.5 µM]
CNc1ccc(/C=C/C(=O)c2ccc(C)cc2)cc1[N+](=O)[O-]	?
CCOc1cc(CNCCCN2CCOCC2)cc(Br)c1OCc1ccccc1Cl	8%
COc1ccc(C(=O)C(OC(=O)c2ccccc2Cl)c2ccccc2)cc1 (configuration not stated)	1%
CCN(CC)C(=O)CSC(Nc1cccc(F)c1)=C(C#N)C#N	-16%[57.5 µM]
O=C(O)C1=C[C@H](c2csc3ccccc23)C[C@H](OCc2ccc(CO)cc2)O1	-7%[57.5 µM]
CCOc1ccc(/C=N/OC(C)C(=O)NCc2ccc3c(c2)OCO3)cc1 (configuration not stated)	4%
CC(=O)N(c1nc(/C=C\C(=O)O)cs1)c1ccccc1F	-1%[57.5 µM]
CC(C)(O)C(=O)NNC(=S)NCc1ccco1	-3%
CCN(CC)c1ccc(C=O)c(OC)c1	-2%
O=C(O)[C@H](Cc1ccccc1)NC(=O)N1CCN(c2cccc(C(F)(F)F)c2)CC1	7%[57.5 µM]
CC(=O)c1c(C)[nH]c(C(=O)CSc2nnc(N)s2)c1C	2%
Cc1ccc(-c2n[nH]c(=S)n2/N=C/c2sccc2C)cc1	-12%[57.5 µM]
Cc1nc2c(-c3ccc(Cl)cc3)c(C)[nH]n2c(=O)c1Cc1ccccc1	5%[57.5 µM]
Cc1c2c(n3c(nc4ccccc43)c1C#N)N(CCN1CCOCC1)CC2	11%
O=C(CSc1nnc(SCc2ccc(Cl)cc2)s1)N/N=C/c1c[nH]c2ccccc12	-9%
CN(CCC#N)C(=O)COC(=O)c1ccc(Cl)c(S(=O)(=O)N(C)c2ccccc2)c1	-1%
C/C(=N\NC(=O)CNC(=O)C1COc2ccccc2O1)c1ccc(Cl)cc1 (configuration not stated)	-2%[57.5 µM]
COc1ccc(-n2cnnc2SCC(=O)Nc2cccnc2Cl)cc1	-12%
CCC(C)(C)n1nnnc1C(c1ccc(OC)c(OC)c1)N1CCN(c2ccc(F)cc2)CC1 (configuration not stated)	5%
COc1ccc(Cc2[nH]n3c(=O)cc(C)nc3c2-c2ccccc2)cc1	5%
(listing goes on)
SMILES	ERK EGF block
O=C(NCCc1c[nH]c2ccccc12)C(=O)NCC(c1ccco1)N1CCN(c2ccccc2F)CC1 (configuration not stated)	?
COC(=O)CCC(=O)NNC(=O)c1cccc(Br)c1	-1%
Cc1ccc2ncccc2c1NC(=S)NC(=O)c1ccccc1	4%
Cc1ccc(C)c(/C=N/NC(=S)NC(C)C)c1	0%
CS(=O)(=O)N1CCN(c2nc3ccc(Cl)cc3s2)CC1	7%[57.5 µM]
CCO[C@H]1O[C@@H]([C@H](COCc2ccccc2)OCc2ccccc2)[C@@H](OCc2ccccc2)[C@H]1O	-1%[25.7 µM]
COc1ccc2nc(N=Nc3c(O)ccc4ccccc34)sc2c1	?
CC(C)Cc1nnc(NC(=O)Nc2ccccc2)s1	0%
CCO[C@@H]1OC(C(N)=O)=C[C@H](c2coc3ccccc3c2=O)[C@H]1CCCO	7%[57.5 µM]
O=C(N/N=C/c1ccc([N+](=O)[O-])o1)c1cc2c(ccc3ccccc32)o1	5%
O=C(NNc1cccc(Cl)n1)C1CC1	-4%
Cc1ncc(CN2CCN(CCc3ccccc3)C(CCO)C2)s1 (configuration not stated)	-6%
O=C1CCCN1CCC12CC3CC(CC(C3)C1)C2	-13%[57.5 µM]
Cc1cc(NC(=O)c2ccccc2F)n(C(C)(C)C)n1	-7%[57.5 µM]
Cc1ccc(S(=O)(=O)CCC(=O)NCCN2C(=O)S/C(=C/c3ccc(F)cc3)C2=O)cc1	-6%
O=C(N/N=C/c1ccc2c(c1)OCCO2)c1ccncc1	6%[57.5 µM]
Nc1c(C(=O)c2cccs2)sc2nsc(SCCN3CCCCC3)c12	-6%[57.5 µM]
O=Cc1ccc(-c2cccc(C(=O)O)c2)o1	6%
Cc1ccc(CNC(=O)[C@H]2C[C@@H]2[C@H](NP(=O)(c2ccccc2)c2ccccc2)c2ccccc2)c(F)c1F	19%
NC(=O)c1cnn(-c2cccc(Cl)c2)c1N	-13%[57.5 µM]
Cc1cccc2nc(CSc3nc4ccc([N+](=O)[O-])cc4[nH]3)c(Br)n12	?
S=C1NNC2(CC3CC2C2CCCC32)NN1 (configuration not stated)	-5%
c1ccc(CSc2ccc3nnc(-c4cccnc4)n3n2)cc1	-10%
O=C(O)c1ccc(NC(=S)N2CCCCC2)cc1	-1%
O=c1c2ccccc2nc(SCc2nc3ccccc3s2)n1CCCO	0%
COCCN1CCn2c(nc3cc(Nc4nnc(C)c5ccccc45)ccc32)C1	-5%[57.5 µM]
CS(=O)(=O)N1N=C(c2ccco2)CC1c1ccc(Br)cc1 (configuration not stated)	0%
COc1ccc(-c2noc(CCc3ccccc3)n2)cc1	1%[57.5 µM]
Cn1cc(Br)c(-c2cccc(N3C(=O)CC(C)(C)CC3=O)c2)n1	28%[57.5 µM]
CC(=O)Nc1ccc(Sc2ccccc2C(=O)O)cc1	-8%
CCN(CC)Cc1cc(NC2=NS(=O)(=O)c3ccccc32)ccc1OC(=O)c1ccccc1	6%
CN1CCCC(OC(=O)c2cc(Cl)cc(Cl)c2)C1 (configuration not stated)	4%
COC(=O)C1=NNC2(c3ccc(C)cc3)C(=O)N(c3cccc(C)c3C)C(=O)C12 (configuration not stated)	6%
CCCN(CC(=O)Nc1ccc(F)c(F)c1F)Cc1cc(=O)n2ccsc2n1	-1%
COc1cccc(N=Cc2nc(-c3ccccc3)oc2OC(C)=O)c1	-15%[57.5 µM]
O=C1C(=O)N(c2ccccc2)C(c2ccccc2[N+](=O)[O-])/C1=C(\O)c1ccccc1 (configuration not stated)	-4%
Cn1c(SCC(=O)Nc2ncc(C(F)(F)F)cc2Cl)nnc1-c1ccc(Cl)cc1	0%
CCNC(=O)CSc1nnc(-c2ccccc2Br)n1-c1cccc(C(F)(F)F)c1	30%
Cc1cc2c(cc1C)C(c1ccccc1Br)CC(=O)N2 (configuration not stated)	3%
CN(C)CCCN(C(=O)c1ccco1)c1nc2c(F)cc(F)cc2s1	6%
COc1ncccc1C(=O)N1CCCC(C(=O)c2cc(F)ccc2F)C1 (configuration not stated)	-2%
N#Cc1ccccc1Sc1ccccc1C(=O)OCC(=O)NC12CC3CC(CC(C3)C1)C2	-6%
COc1ccc(C=O)cc1OS(=O)(=O)c1ccc(NC(C)=O)cc1	?
N#CC(C#N)=C1C=C2C=C(N3CCOCC3)CCC2CC1 (configuration not stated)	-2%
Cc1cnc(NC(=O)[C@H](C)N2C(=O)C3CCCCC3C2=O)s1 (some centres not stated)	-1%
COc1cc(O)c2c(c1)C(=O)c1cc(C)cc(O)c1C2=O	27%
Cc1cccc(NC(=O)Cn2cnc3sc(C)c(S(=O)(=O)N4CCC(C)CC4)c3c2=O)n1	2%
CN(C)S(=O)(=O)c1cccc(NC(=O)CNC2CCCCC2)c1	2%[57.5 µM]
OCCC1CN(Cc2cccc3nccnc23)CCN1C1CCCC1 (configuration not stated)	-4%[57.5 µM]
CCOc1ccc(/C(O)=C2/C(=O)C(=O)N(c3ncccn3)C2c2ccc(C)cc2)cc1 (configuration not stated)	-4%[57.5 µM]
Cc1cccc(NC(=O)Nc2cc(C)cc(C)n2)c1	?
Cc1cc2cc(CNC(=O)CCC(=O)O)ccc2n1C	-1%
CC(C)(C)c1ccc(C(=O)Nc2nnc(Cc3c[nH]c4ccccc34)s2)cc1	12%
COC(=O)c1c(NC(=O)CN2C(=O)NC(CCc3ccccc3)C2=O)sc2c1CCCCC2 (configuration not stated)	3%
Cc1ccccc1Nc1cc(C)c2c(O)cccc2n1	4%
CCOC(=O)c1c(C)n(CC(O)CN(CC)CC)c2cc(Br)c(OC)cc12 (configuration not stated)	0%
CC(=O)c1cc(-c2ccccc2)n(CCC(=O)NC2CCCCC2)c1C	3%

Not all compounds are listed (hit frequency here may not be typical).
